# Assay outcomes from PubChem.
# HGIII-sPLA2 inh: Blocks human group III sPLA2 activity. Q9NZ20. QFRET BODIPY PC-A2 liposome hydrolysis, fluorescence. inhibition, % at 12.2 µM. 370,000 tested, 0.56% active. AID 743126;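 active means inhibition above mean plus 3 SD of compounds lying within the high and low control bounds, cut at about 19% in these data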;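 further: 0% = median of test compound wells and 100% = no enzyme DMSO wells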
# hcDAF12 agonist: H. contortus DAF-12 activation, primary screen | AID 652067 | HEK293 hcDAF-12 lit1-tk-luc reporter, luminescence; 0% DMSO, 100% Δ7-dafachronic acid | 370,000 tested, 1.4% active | activation, % at 6.8 µM;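 active means activation above the mean of all tested compounds plus 3 SD, cut at about 5.5% in these data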;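 further: 100% = response to 3 µM Δ7-dafachronic acid high control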
# ssDAF12 agonist: activators of S. stercoralis DAF-12 nuclear receptor | AID 652126 | 370,000 tested, 1% active | HEK293 ssDAF-12/GRIP1 lit1-tk-luc reporter, luminescence; % of 3 µM dafachronic acid response | activation, % at 6.8 µM;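 active means activation above the mean over all tested compounds plus 3 SD, cut at about 0.9% in these data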;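 further: 0% = DMSO-only wells and 100% = 3 µM delta7-dafachronic acid wells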
# PLCb3 inh: blocks human PLC-beta3 enzyme activity. Purified PLC-beta3, fluorogenic substrate, fluorescence. inhibition, % at 12.2 µM. 370,000 tested, 0.18% active. Q01970. AID 720704; in the data active means inhibition above about 11%;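 further: 0% = median of compound wells on plate and 100% = full blocker control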
# DAX1 inh-1: inhibitors of human orphan nuclear receptor DAX1 (NR0B1); HEK293 Gal4-DAX1 luciferase reporter, luminescence; inhibition, % at 6.75 µM; 340,000 tested, 0.99% active; AID 504766;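 active means inhibition above the mean over all tested compounds plus 3 SD, cut at about 4.2% in these data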;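 further: 0% = DAX1-transfected cells with DMSO and 100% = empty-vector control cells with DMSO; inhibition shows as a rise in luminescence from relieved DAX1 repression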
# ADAM17 inh: inhibitors of human ADAM17 | P78536 | recombinant ADAM17, EDANS/DABCYL FRET peptide cleavage | inhibition, % at 6.95 µM | 370,000 tested, 0.83% active | AID 720648;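 active means inhibition above the mean of compounds lying between control limits plus 3 SD, set per campaign, cut at about 8.5% in these data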;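 further: 0% = DMSO-only wells as the low control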
# Target sequence (P78536 215-824 limits assumed): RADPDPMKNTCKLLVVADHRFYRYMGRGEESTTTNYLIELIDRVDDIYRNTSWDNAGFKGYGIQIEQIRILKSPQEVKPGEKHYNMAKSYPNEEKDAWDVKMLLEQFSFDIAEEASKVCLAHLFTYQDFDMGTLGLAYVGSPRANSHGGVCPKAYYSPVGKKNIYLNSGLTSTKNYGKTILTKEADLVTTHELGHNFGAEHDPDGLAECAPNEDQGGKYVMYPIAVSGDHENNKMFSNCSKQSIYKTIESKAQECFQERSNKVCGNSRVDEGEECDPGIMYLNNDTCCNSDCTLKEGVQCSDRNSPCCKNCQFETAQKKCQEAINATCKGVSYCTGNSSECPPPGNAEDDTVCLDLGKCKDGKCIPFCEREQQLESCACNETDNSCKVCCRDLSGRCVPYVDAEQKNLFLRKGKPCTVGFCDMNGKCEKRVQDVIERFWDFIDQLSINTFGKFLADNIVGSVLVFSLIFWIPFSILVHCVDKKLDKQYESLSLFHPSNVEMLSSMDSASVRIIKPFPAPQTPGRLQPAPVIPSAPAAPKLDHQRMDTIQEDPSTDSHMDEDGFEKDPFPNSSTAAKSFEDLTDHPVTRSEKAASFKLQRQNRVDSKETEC
# GAA850 FXN act: activators of GAA850 frataxin (FXN) promoter; HEK293 lucGAA850 FXN promoter luciferase reporter, 24 h; percent of 10 µM SAHA response; activation, % at 6 µM; 360,000 tested, 0.56% active;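 active means activation above the average of all compounds screened plus 3 SD, cutoff fixed separately per campaign, cut at about 7.5% in these data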;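 further: 0% = DMSO wells and 100% = 10 µM SAHA wells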
# ADAM10 inh: ADAM10 inhibition, QFRET primary screen. recombinant ADAM10, EDANS/DABCYL FRET peptide cleavage, 3 h. AID 720582. inhibition, % at 7 µM. 370,000 tested, 0.62% active;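 active means inhibition above a per-campaign cutoff equal to the mean of compounds falling between control-based bounds plus 3 SD, cut at about 20% in these data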;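 further: 0% = DMSO wells while the 100% control is not disclosed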
# Target sequence (O14672 214-748 limits assumed): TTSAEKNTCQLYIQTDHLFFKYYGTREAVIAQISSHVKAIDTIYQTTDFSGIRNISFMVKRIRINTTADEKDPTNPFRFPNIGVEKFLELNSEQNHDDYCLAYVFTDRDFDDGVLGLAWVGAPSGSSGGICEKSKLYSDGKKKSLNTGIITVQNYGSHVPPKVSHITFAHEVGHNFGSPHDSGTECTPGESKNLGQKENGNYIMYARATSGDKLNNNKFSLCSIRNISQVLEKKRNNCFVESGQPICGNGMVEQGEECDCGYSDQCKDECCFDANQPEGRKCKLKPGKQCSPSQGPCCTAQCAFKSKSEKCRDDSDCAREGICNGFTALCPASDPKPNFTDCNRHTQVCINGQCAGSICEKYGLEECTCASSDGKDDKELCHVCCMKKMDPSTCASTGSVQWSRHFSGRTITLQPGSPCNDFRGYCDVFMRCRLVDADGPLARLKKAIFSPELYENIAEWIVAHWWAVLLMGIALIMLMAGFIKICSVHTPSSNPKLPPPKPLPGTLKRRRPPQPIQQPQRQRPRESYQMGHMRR
# DAX1 inh-2: blocks DAX1 repression of SF-1 activated StAR promoter | HEK293T StAR-luciferase reporter, SF-1/DAX-1 repression relief | inhibition, % at 6.8 µM | 370,000 tested, 1.1% active | AID 652010;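 active means inhibition above the mean over all tested compounds plus 3 SD, cut at about 3.6% in these data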;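 further: 0% = DAX-1 cells with DMSO and 100% = cells lacking DAX-1 with DMSO; higher inhibition means more luminescence from relief of DAX-1 repression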
# hgDAF12 agonist: hgDAF-12 agonism, primary luciferase screen; HEK293 GAL4-hgDAF12 UAS-luciferase reporter, agonist luminescence; normalized to butyrate control; activation, % at 6.8 µM; 370,000 tested, 1.8% active;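 active means activation above a cutoff set at the mean of all screened compounds plus 3 SD, cut at about 10% in these data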;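 further: 0% = DMSO wells and 100% = sodium butyrate wells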
# PLCg1 inh: PLC-gamma1 (human) inhibition, primary screen; P19174; purified PLC-gamma1, fluorogenic substrate, fluorescence; inhibition, % at 12.2 µM; 370,000 tested, 0.84% active; AID 720700; in the data active means inhibition above about 9.5%
# Starred values were filed as active, the others as inactive; i = inactive; / = not tested or not shown.
SMILES,HGIII-sPLA2 inh,hcDAF12 agonist,ssDAF12 agonist,PLCb3 inh,DAX1 inh-1,ADAM17 inh,GAA850 FXN act,ADAM10 inh,DAX1 inh-2,hgDAF12 agonist,PLCg1 inh
S=C(NC1CCCCC1)N1CCOCCOCCN(C(=S)NC2CCCCC2)CCOCC1,9,0.9,-1.2,-4,/,-5,0.2,-3,0.0,-0.9,0
CCOC(=O)C1=C(C)N(c2nonc2NC(C)=O)C(N)=C(C#N)C1c1ccccc1F (configuration not stated),-18,0.3,-0.9,3,0.9,-1,1.1,8,0.0,0.1,-1
COc1ccc(S(=O)(=O)NCc2cccnc2)c2ccccc12,1,1.7,-1.0,-9,-0.6,-3,-1.1,3,0.0,3.5,3
O=C(N=c1nc2ccccn2s1)c1ccccc1,-1,11*,1.1*,1,3.0,-5,-6.7,5,5.2*,22*,-1
CC(C)CCC(C(=O)O)C(C)CC(=O)Nc1ccn(-c2ccccc2)n1 (configuration not stated),4,-1.5,-0.6,-10,0.3,-3,2.0,3,-0.4,-0.4,-4
C/C(=N/NC(=O)c1cc(-c2ccccc2)nc2c(Cl)cccc12)c1cccnc1,7,-1.1,-1.3,-9,1.3,-2,5.3,-2,-1.4,1.9,-1
COCCN(C(=O)COC(=O)CSc1ccccc1)c1c(N)n(Cc2ccccc2)c(=O)[nH]c1=O,-1,-0.6,-1.0,-12,-0.5,-7,0.2,-5,-1.0,0.0,7
COc1ccc(/C=C(\NC(=O)c2ccccc2)C(=O)NC2CCS(=O)(=O)C2)cc1 (configuration not stated),0,1.6,-1.0,-7,3.3,-1,0.5,2,0.3,-1.7,0
O=C(Nc1cccc(-c2cccc(Cl)c2)c1)C1CCN(Cc2ccc(CO)o2)CC1,-22,-2.2,-1.4,-5,0.1,1,-1.4,0,-1.8,0.1,1
Cn1nc(-c2ccc(Cl)cc2)cc1NC(=O)Nc1ccccc1,-11,0.5,-0.2,-13,2.1,4,1.7,3,0.7,3.8,1
Cc1ccc(-n2c(CNc3ccc(F)cc3)nnc2SCC(=O)N2CCCC2)cc1,-6,-0.2,-0.3,7,-0.3,0,2.4,2,-0.2,-0.1,3
c1ccc(-c2nnc(CN3CCCc4ccccc43)o2)cc1,-5,1.3,0.3,-47,0.5,-5,1.5,-4,0.5,2.3,-36
N#Cc1nc(Cl)c(Cl)c(NN)c1Cl,12,-0.1,-0.5,-7,1.8,-7,0.8,-8,0.0,0.9,-1
Oc1ccc(Cl)cc1CNCC1CCCO1 (configuration not stated),4,0.3,-1.9,5,-0.5,-1,-3.9,-3,-0.8,-0.1,2
CCOC(=O)c1cnc(Nc2nc3ccccc3o2)nc1CSC(=S)N1CCCCC1,-5,4.4,0.2,2,0.0,4,3.1,1,1.1,6.2,-2

# One compound at a time, as listed above. Order of values: HGIII-sPLA2 inh | hcDAF12 agonist | ssDAF12 agonist | PLCb3 inh | DAX1 inh-1 | ADAM17 inh | GAA850 FXN act | ADAM10 inh | DAX1 inh-2 | hgDAF12 agonist | PLCg1 inh
# `Cc1ccc(-n2c(CNc3ccc(F)cc3)nnc2SCC(=O)N2CCCC2)cc1` as listed: -6 | -0.2 | -0.3 | 7 | -0.3 | 0 | 2.4 | 2 | -0.2 | -0.1 | 3
# `c1ccc(-c2nnc(CN3CCCc4ccccc43)o2)cc1` as listed: -5 | 1.3 | 0.3 | -47 | 0.5 | -5 | 1.5 | -4 | 0.5 | 2.3 | -36
# `CCOC(=O)c1cnc(Nc2nc3ccccc3o2)nc1CSC(=S)N1CCCCC1` as listed: -5 | 4.4 | 0.2 | 2 | 0.0 | 4 | 3.1 | 1 | 1.1 | 6.2 | -2

# Rewritten with tabs: three of the compounds above.
Structure	HGIII-sPLA2 inh	hcDAF12 agonist	ssDAF12 agonist	PLCb3 inh	DAX1 inh-1	ADAM17 inh	GAA850 FXN act	ADAM10 inh	DAX1 inh-2	hgDAF12 agonist	PLCg1 inh
Oc1ccc(Cl)cc1CNCC1CCCO1 (configuration not stated)	4	0.3	-1.9	5	-0.5	-1	-3.9	-3	-0.8	-0.1	2
COc1ccc(/C=C(\NC(=O)c2ccccc2)C(=O)NC2CCS(=O)(=O)C2)cc1 (configuration not stated)	0	1.6	-1.0	-7	3.3	-1	0.5	2	0.3	-1.7	0
Cc1ccc(-n2c(CNc3ccc(F)cc3)nnc2SCC(=O)N2CCCC2)cc1	-6	-0.2	-0.3	7	-0.3	0	2.4	2	-0.2	-0.1	3

# (continued)
SMILES,HGIII-sPLA2 inh,hcDAF12 agonist,ssDAF12 agonist,PLCb3 inh,DAX1 inh-1,ADAM17 inh,GAA850 FXN act,ADAM10 inh,DAX1 inh-2,hgDAF12 agonist,PLCg1 inh
COC(=O)c1ccccc1NC(=S)N1CCOCC1,19,-0.8,-0.2,-9,4.1,-7,2.2,-10,-0.3,-2.6,0
Cc1nc(SCc2ccc(Cl)c(Cl)c2)n[nH]1,-7,-2.4,-1.3,-4,2.0,-2,3.0,-6,0.5,1.4,-1
COC(=O)COc1ccc(=O)n(-c2ccccc2)n1,4,-1.4,-0.6,1,1.4,2,-0.8,-4,0.3,-2.5,2
COc1ccc(O)c(C(=O)c2cnn(S(=O)(=O)c3ccc(C)cc3)c2)c1,-7,1.4,-1.3,-6,-0.2,0,0.3,-17,-0.4,3.3,-1
Cc1ccc(CNC(=O)CN(Cc2cccs2)C(=O)C2(C)CC(=O)N=C3C=CC=CN32)cc1 (configuration not stated),4,0.0,-1.3,-124,2.1,-297,-1.3,i,-0.5,0.2,-104
C=C1C(O)C[C@H]2C(=C)CCC3[C@H](OC(=O)[C@]3(O)CO)[C@@H]12 (some centres not stated),9,-0.8,-0.9,2,0.9,-3,-0.1,-8,0.5,-1.0,0
N#C/C(=C\Nc1ccc2cn[nH]c2c1)c1nc(-c2ccccc2)cs1,3,-0.2,-1.0,1,-1.0,-4,4.6,-4,-1.1,-0.7,-2
O=C(NCc1cc(C(F)(F)F)cc(C(F)(F)F)c1)C1CC(c2cccc([N+](=O)[O-])c2)=NO1 (configuration not stated),3,-1.9,-1.6,-3,0.2,-4,0.0,3,0.2,1.2,-6
O=CN1CCN(C(=O)c2ccccc2Cl)CC1,-5,0.5,-0.5,1,0.6,-6,-1.1,0,-0.6,1.8,0
COc1ccc(-c2noc3c2-c2nc(-c4c(F)cccc4F)sc2CC3)cc1,5,-0.9,-1.1,-1,-0.1,-3,-0.6,3,-0.1,2.9,0
C[C@@H](CO)N(Cc1cn(Cc2ccccc2)nn1)S(=O)(=O)c1ccccc1Br,6,-2.0,-1.2,-1,/,-5,/,-11,-0.4,0.3,-2
Cn1nnnc1SCCNCc1cccc2ccccc12,4,1.1,-0.8,-137,-0.5,-5,1.1,4,-0.9,2.4,0
COc1ccc(NC(=O)CCC(=O)c2cc(C)sc2C)cc1,-3,1.4,-0.6,-3,-0.3,-2,-0.5,-5,-0.1,-0.7,-4
CCOC(=O)C1CCCc2c1[nH]c1c(C(=O)O)cccc21 (configuration not stated),2,1.7,-0.8,-21,0.2,-9,3.1,-19,0.0,0.5,-18
COc1cc(CNc2ccc(S(N)(=O)=O)cc2)ccc1OCc1ccccc1F,-20,-2.8,-1.7,-5,-1.2,4,1.8,8,-0.3,-0.9,2
C=CCNc1nc(Nc2ccccc2F)nc(OCC)n1,-3,2.6,0.5,0,0.8,-3,9.4*,-4,1.2,8.6,1
Clc1cccc(Nc2nc(-c3ccncc3)nc3ccccc23)c1,4,-1.6,-1.6,-33,0.5,-5,2.7,-5,-0.5,-3.2,-20
O=C1COc2ccccc2N1Cc1ccccc1Cl,-4,-1.3,-0.9,-1,-0.5,1,1.1,-19,-0.5,-1.4,-1
Nc1ccnn1Cc1ccc(Br)s1,4,2.4,0.2,0,0.3,3,1.1,0,-0.4,-1.1,0
CCN(CC(=O)NCc1cccs1)C(=O)c1cc(S(=O)(=O)N2CCOCC2)ccc1C,-2,-0.5,-1.1,-2,0.1,-1,0.4,5,-0.5,0.9,-2
CCOC(=O)C1CN(S(=O)(=O)c2ccc(C)cc2)CCN1S(=O)(=O)c1ccc(C)cc1 (configuration not stated),-6,0.7,-1.8,2,-1.0,1,-1.2,3,0.3,-0.3,0
CCOC(=O)c1nnc(-c2ccccc2)nc1Sc1c(Cl)cccc1Cl,4,-1.5,-0.5,2,-1.3,1,3.0,-8,-1.0,-1.5,5
OCCOCCn1c(C(CO)Nc2nc(-c3ccccc3Br)cs2)nc2ccccc21 (configuration not stated),-13,-0.9,-1.0,-5,-0.7,-1,1.3,-7,-0.4,0.0,-1
CCCc1nc2ccccc2c(=O)n1CCc1ccccc1,2,-3.7,-1.8,-3,-1.3,-3,-0.8,-1,-0.3,-1.5,-1
COc1ccc(C(=O)CCN2CCN(c3ccccc3F)CC2)cc1,4,-1.7,-0.7,-4,-2.1,-1,0.9,-2,0.4,1.4,2
CC(NC(=O)c1ccccc1NC(=O)CN1CCc2ccccc2C1)c1ccccc1 (configuration not stated),2,1.6,-0.7,-4,-0.6,-4,2.4,-7,-0.2,2.7,-2
COc1ccc(OC)c(S(=O)(=O)N(C)CC(=O)N2CCOCC2)c1,5,0.2,-0.9,-5,0.8,-2,0.1,-8,1.1,0.2,-2
CCCOc1ccc(N2CC(C(=O)Nc3ccccn3)CC2=O)cc1 (configuration not stated),6,-1.8,-1.3,4,-0.8,0,1.6,10,0.2,0.1,5
COc1cc(S(=O)(=O)Nc2ccc(C)cc2)ccc1NC(=O)c1ccncc1,-3,-1.5,-1.7,7,0.6,5,3.5,13,0.2,-0.1,12*
COc1ccc(NS(=O)(=O)c2ccc3oc(=O)c4[nH]c(=O)c(=O)n(C)c4c3c2)cc1,0,-1.4,-1.0,-7,0.1,-2,1.1,-7,-0.1,-0.3,-3
Cc1cc(Cl)ccc1NC(=S)N1CCN(Cc2ccc3c(c2)OCO3)CC1,3,-1.7,-1.2,5,-0.1,-1,-0.9,7,0.4,1.1,2
Cc1cc(N/N=C/c2ccccc2[N+](=O)[O-])nc(-n2nc(C)cc2C)n1,-1,-2.4,0.1,-6,-0.2,-1,-0.8,9,0.5,-1.1,1
CCOC(=O)C1CCCN(C(=O)c2cn(CC)c3ccc(S(=O)(=O)N(C)C)cc3c2=O)C1 (configuration not stated),3,1.3,-0.6,9,0.9,4,1.7,5,0.2,3.4,9
CC(=O)c1c(C)[nH]c(C(=O)NNC(=O)COc2ccc(Cl)cc2C)c1C,-2,-1.6,-0.4,-5,-1.3,6,-0.5,6,-1.4,-1.4,5
Cc1nc2c(C)cccn2c(=O)c1NC(=O)COc1ccccc1,1,-2.6,-1.6,-2,-0.1,-2,0.1,-8,-0.5,2.3,-4
C/C(=N\NS(=O)(=O)c1ccc(C)cc1)c1ccc(C)s1,-4,-1.3,-1.1,-1,1.1,1,-0.1,9,0.3,-0.1,-2
CSc1ccc(Cl)c(C(=O)NNC(=O)c2csc(N3CCOCC3)n2)c1,3,0.7,-1.2,-16,-0.7,-11,0.8,-1,-0.2,0.6,-1
O=c1[nH][nH]c(-c2ccccc2)c1C=Nc1ccc(C(F)(F)F)cc1,-29,3.6,-0.7,3,4.2,13*,3.0,13,0.9,-2.5,8
O=C(O)/C=C/c1coc2ccccc2c1=O,1,-0.7,-1.0,-4,0.0,-2,3.5,-7,-0.1,1.1,-1
